Screens as filed in PubChem BioAssay.
FXIa inh = inhibitors of human coagulation factor XIa. AID 687. purified human FXIa, fluorogenic AMC substrate cleavage. inhibition, % at 10 µM. 33,000 compounds, 0.3% hits;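 active means inhibition above 40% in the primary screen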;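 further: 0% = enzyme without compound and 100% = blank wells lacking enzyme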
FXIIa inh = inhibitors of human coagulation factor XIIa; P00748; purified human FXIIa, AMC substrate fluorescence, 2 h; inhibition, % at 10 µM; 33,000 compounds, 0.2% hits; AID 701; in the data active means inhibition above about 30%;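 further: 0% = enzyme with vehicle only and 100% = no enzyme blank; many of its hits are not listed in these tables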
Target sequence (P00748 20-372 limits assumed): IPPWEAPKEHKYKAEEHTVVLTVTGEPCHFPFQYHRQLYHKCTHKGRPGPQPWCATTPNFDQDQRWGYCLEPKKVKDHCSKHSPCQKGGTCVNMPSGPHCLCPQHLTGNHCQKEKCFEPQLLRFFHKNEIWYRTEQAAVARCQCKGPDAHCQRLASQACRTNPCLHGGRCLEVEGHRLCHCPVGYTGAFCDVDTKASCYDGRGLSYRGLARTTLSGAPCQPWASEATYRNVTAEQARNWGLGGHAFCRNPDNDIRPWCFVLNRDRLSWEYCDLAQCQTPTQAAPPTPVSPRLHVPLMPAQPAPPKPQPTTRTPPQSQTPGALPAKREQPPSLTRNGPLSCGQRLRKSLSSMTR
Target sequence (P00748 373-615 limits assumed): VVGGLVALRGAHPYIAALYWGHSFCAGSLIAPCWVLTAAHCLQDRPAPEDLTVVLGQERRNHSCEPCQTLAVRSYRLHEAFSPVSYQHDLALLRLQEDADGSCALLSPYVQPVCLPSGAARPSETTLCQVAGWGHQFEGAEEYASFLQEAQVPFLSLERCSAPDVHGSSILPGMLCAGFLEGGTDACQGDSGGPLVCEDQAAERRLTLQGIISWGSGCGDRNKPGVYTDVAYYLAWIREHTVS
Numbers without * were called inactive.

#	FXIa inh	FXIIa inh	SMILES
1	8	2	O=C(CSCc1cnn(-c2ccccc2)c1-n1cccc1)NCc1cccs1
2	7	2	O=C(CSc1nnc(-c2cc(-c3cccs3)nc3ccccc23)o1)NC1CCCCC1
3	-8	2	CCN(CC)C(=O)c1ccc(C(=O)c2c(C)cc(C)cc2C)cc1
4	3	6	Cn1cc(SCC(=O)N2CCCc3ccccc32)c2ccccc21
5	-1	-3	COC(=O)c1ccc(CSc2nc3c(cnn3-c3ccccc3)c(=O)[nH]2)o1
6	-4	12	O=CN(/C=C1\Sc2ccccc2C1=O)Cc1ccccc1
7	2	5	C=CCS(=O)(=O)c1nc2ccccc2s1
8	9	4	O=C(NCCOc1nc(N2CCOCC2)nc(N2CCOCC2)n1)Nc1ccc(Cl)cc1
9	1	-12	Cc1cccn2c(=O)c3cc(C(=O)N4CCc5ccccc5C4)n(C)c3nc12
10	9	7	C=C(C)Cn1c(=O)c(NC(=O)c2ccccc2)c2n(c1=S)CCC2
11	5	0	CCOC(=O)C1CCCN(CC(=O)NC2=Nc3ccccc3N=C(C)C2c2ccccc2)C1 (stereo not given)
12	5	8	CCC(=O)N1CCc2cc(S(=O)(=O)CCC(=O)NCCc3ccccc3)ccc21
13	1	-8	CCn1c(SCC(=O)N2CCN(c3ccccc3)CC2)nnc1-c1ccoc1C
14	6	5	c1ccc(N2CCN(c3cnc4ccccc4n3)CC2)cc1
15	6	6	COC(=O)c1ccc(Cn2nnc3c(sc4nc(N5CCOCC5)c5c(c43)CCCC5)c2=O)o1
16	-4	9	Cc1n[nH]c(C)c1CCc1nc2c3ccccc3nc(SCC(=O)Nc3ccccc3F)n2n1
17	0	0	CC(=O)Nc1ccc(S(=O)(=O)CCC(=O)O)cc1
18	0	-5	Cc1nc2ccc(Cl)cc2nc(C)/c1=N\O
19	4	3	COC(=O)C(/C=N/OCc1ccc([N+](=O)[O-])cc1)NC(=O)c1ccccc1 (stereo not given)
20	-2	-8	N#Cc1nc(-c2cccs2)oc1NCCc1ccccc1
21	-2	9	CCOC(=O)N1CCN(S(=O)(=O)c2cc(OCC(N)=O)c(C)cc2Cl)CC1
22	1	10	COc1ccccc1-c1ccc(Nc2cccc(C(F)(F)F)c2)nn1
23	2	6	CC(=O)Nc1ccc(OCC(O)CN2CCN(S(=O)(=O)c3ccc(NC(C)=O)cc3)CC2)cc1 (stereo not given)
24	0	7	COc1ccc(Nc2nc(C)cc(C)c2C(N)=O)c(OC)c1

Sorted by molar mass (largest number first): part of the list above
#	FXIa inh	FXIIa inh	SMILES
21	-2	9	CCOC(=O)N1CCN(S(=O)(=O)c2cc(OCC(N)=O)c(C)cc2Cl)CC1
19	4	3	COC(=O)C(/C=N/OCc1ccc([N+](=O)[O-])cc1)NC(=O)c1ccccc1 (stereo not given)
24	0	7	COc1ccc(Nc2nc(C)cc(C)c2C(N)=O)c(OC)c1
20	-2	-8	N#Cc1nc(-c2cccs2)oc1NCCc1ccccc1

Following part.
#	FXIa inh	FXIIa inh	SMILES
25	3	6	Cc1ccc2nc(NC(=O)c3ccco3)sc2c1
26	8	4	CO/C([O-])=N/c1c[n+](-c2ccc(Cl)cc2)no1
27	-5	4	CCOc1ccc(NC(=O)CN2C(=O)C3CC=CCC3C2=O)cc1 (stereo not given)
28	-11	-11	CCOC(=O)c1cc(-c2ccc(Cl)cc2)nc2c1c(C)nn2CCC#N
29	23	-12	COc1cccc(OC)c1C(=O)NC(C)C12CC3CC(CC(C3)C1)C2 (stereo not given)
30	-1	3	O=C(CCc1ccc(S(=O)(=O)NCCc2ccccc2)cc1)NCc1ccco1
31	-2	-3	CN(C)S(=O)(=O)c1cccc(N=c2scc(-c3ccc4c(c3)NC(=O)CO4)n2CC2CCCO2)c1 (stereo not given)
32	2	-10	COc1cc(Cl)c(C)cc1NC(=O)CSCC#N
33	-3	4	O=C(O)C1CCCN1C(=O)Nc1ccc(F)cc1 (stereo not given)
34	3	6	Cc1ccc(NC(=O)N2CCN(Cc3ccc4c(c3)OCO4)CC2)cc1
35	-13	6	O=C(Nc1nc2ccccc2[nH]1)c1ccc(Cl)c(S(=O)(=O)N2CCCC2)c1
36	-5	2	Cc1ccc2cccc(SCC(=O)NCc3ccco3)c2n1
37	1	9	C=CCC(=O)OCC(=O)Nc1ccc(Cl)cn1
38	-3	9	CN1CCCN(Cc2ccc(Cl)cc2Cl)CC1
39	2	1	CCOc1ccc(NC(=O)CCSc2nnc(C)s2)cc1
40	3	-18	Cc1nc(NC(=O)CSc2nnnn2Cc2ccccc2)sc1C
41	32	-10	Cn1nnc2sc3c(c2c1=O)CCCC3
42	-13	-13	CCc1nc(SCC(=O)NCc2ccc(F)cc2)c2c(=O)n(C)c(=O)n(C)c2n1
43	0	6	O=C(Cn1cnc2ccccc2c1=O)Nc1cccc(-c2nnc3n2CCCCC3)c1
44	29	-14	COc1cc(NS(=O)(=O)c2ccc3c(c2)n(C)c(=O)n3C)cc(OC)c1
45	6	6	CC(C)c1ccc(NC(=O)Nc2cc3sccc3n2C)cc1
46	-8	-15	CCCCn1c(-c2cccs2)nc2nc3ccccc3nc21
47	0	1	COCCc1ccc(OCC(O)CNC(C)C)cc1 (stereo not given)
48	1	8	O=S(=O)(c1ccc2c(c1)oc1ccccc12)N1CCOCC1
49	-1	9	O=C(NC1CCCCC1)c1ccc(CNc2c(N3CCOCC3)c(=O)c2=O)cc1
50	9	7	Cc1ccc(OC(=O)c2ccccc2P(=O)(O)O)cc1
51	18	-15	COc1ccc(Cc2nc(C(=O)Nc3ccc(Cl)cc3)cs2)cc1
52	-14	8	COc1ccc(-n2c(=S)[nH]c3cc(C(=O)NCCCN4CCCC4=O)ccc3c2=O)c(OC)c1
53	4	2	Cc1ccc(N2CCN(C(=O)CCc3nc4ccccc4[nH]3)CC2)c(C)c1
54	2	3	Cn1cnnc1SCc1ccccc1Br
55	-3	5	Cc1ccc(S(=O)(=O)N(C)c2ccc(OCC(=O)NCc3ccco3)cc2)cc1
56	-2	16	CCOc1cccc(-c2nnc3sc(COc4ccccc4)nn23)c1

Excerpt: entries 51–56
#	FXIa inh	FXIIa inh	SMILES
51	18	-15	COc1ccc(Cc2nc(C(=O)Nc3ccc(Cl)cc3)cs2)cc1
52	-14	8	COc1ccc(-n2c(=S)[nH]c3cc(C(=O)NCCCN4CCCC4=O)ccc3c2=O)c(OC)c1
53	4	2	Cc1ccc(N2CCN(C(=O)CCc3nc4ccccc4[nH]3)CC2)c(C)c1
54	2	3	Cn1cnnc1SCc1ccccc1Br
55	-3	5	Cc1ccc(S(=O)(=O)N(C)c2ccc(OCC(=O)NCc3ccco3)cc2)cc1
56	-2	16	CCOc1cccc(-c2nnc3sc(COc4ccccc4)nn23)c1

Remaining list, next part:
#	FXIa inh	FXIIa inh	SMILES
57	6	5	O=C(Nc1ccc2c(c1)OCCO2)C1CCN(C(=O)c2ccccc2)CC1
58	-4	0	CC(C)Oc1snc(Cl)c1C(N)=O
59	-13	-14	CCCCNC(=O)C(Cc1ccccc1)NS(=O)(=O)c1ccc2c(c1)c(=O)n(C)c(=O)n2C (stereo not given)
60	-2	1	CC(=O)c1cc2c(cc1NC(=O)C1CC=CCC1C(=O)O)OCO2 (stereo not given)
61	-6	-2	C/C(=N\NC(=O)c1csc(C)c1C)c1ccco1
62	7	4	Cc1ccc2c(c1)c1c(n2CC(O)Cn2c(C)nc3ccccc32)CCCC1 (stereo not given)
63	3	6	CCOc1ccc(NC(=O)N2CCN(CC)CC2)cc1
64	-12	-17	CCCCCCc1cc2cc(-c3nnc(-c4cc(OC)c(OC)c(OC)c4)o3)c(=O)oc2cc1O
65	0	9	O=S(=O)(c1ccccc1)c1nc(-c2ccco2)oc1N1CCCCCC1
66	-7	5	CN(C(=O)COC(=O)C1c2ccccc2Oc2ccccc21)C1CCS(=O)(=O)C1 (stereo not given)
67	-4	-5	CC(C)C(=O)Nc1ccc(NC(=O)c2ccccn2)cn1
68	-2	5	CCOc1cc(S(=O)(=O)NCc2ccccc2)c(OCC)cc1-n1cnnn1
69	6	5	S=c1[nH]nc(Cc2c[nH]c3ccccc23)o1
70	-2	8	CC(=O)c1c(C)[nH]c(C(=O)Nc2cc(C)cc(C)c2)c1C
71	9	4	COc1ccccc1C(=O)Oc1ccc(C(C)(C)C)cc1
72	7	2	O=C(c1cc(-c2ccncc2)nc2ccc(Cl)cc12)N1CCN(C(=O)C2CCCO2)CC1 (stereo not given)
73	9	3	CCOc1cc(S(=O)(=O)N2CCC(C(N)=O)CC2)ccc1F
74	-1	-18	CN(C)S(=O)(=O)c1ccc(C(=O)NCc2ccccc2)cc1
75	-3	6	O=C(NCCc1ccccc1)C(=O)NC1CCCCC1
76	-6	6	O=C(N1CCCCCC1)N1CCN(S(=O)(=O)c2ccccc2)CC1
77	-7	5	Cc1cc(C)cc(CC2CC(=O)N(c3ccc(Cl)cn3)C2=O)c1 (stereo not given)
78	12	3	Cc1ccc(CN2CCCNC2=O)cc1
79	-7	0	O=C(NC1CCSC1=O)c1ccc(Cl)cc1 (stereo not given)
80	-10	6	Cc1ccc(N2CC(C(=O)Nc3nccs3)CC2=O)cc1Cl (stereo not given)
81	18	-19	COc1ccccc1CNC(=O)CN1CCC(NC(=O)c2ccccc2F)CC1
82	-2	-1	CC(=O)c1cccc(N(CC(=O)Nc2ccc(F)cc2F)S(C)(=O)=O)c1
83	-19	3	COC(=O)[C@H](CC(C)C)NC(=O)N1CCN(c2cccc(C(F)(F)F)c2)CC1
84	1	0	CCCNC(=O)c1ccc(N(Cc2ccccc2)S(C)(=O)=O)cc1
85	-6	6	Cn1nc(CC(=O)Nc2cccc3ncccc23)c2ccccc2c1=O
86	-2	1	COc1cc(OC)cc(C(=O)NCCCN2CCOCC2)c1
87	-5	10	O=C(CCn1c(=O)c2sccc2n(CC(=O)OCc2ccccc2)c1=O)NCc1ccccc1
88	1	4	O=C(CN1CCN(Cc2ccccc2)C1=O)NCc1ccc(Cl)cc1
89	26	-12	Cc1ccc(Cn2nc(C)c3cc(C(=O)OCC(N)=O)sc32)cc1
90	14	4	CC1=C(C(=O)OC(C)C)C(c2cccs2)N2C(=O)C(C)SC2=N1 (stereo not given)
91	-1	6	Cn1ncc(N=Cc2ccccc2)c1C(=O)Nc1cccc(Cl)c1
92	8	9	COc1cc(NC(=O)c2ccc(CNc3c(N4CCOCC4)c(=O)c3=O)cc2)cc(OC)c1
93	-13	-12	CC(SC1=NCCS1)C(=O)Nc1nnc(-c2ccc(F)cc2)s1 (stereo not given)
94	1	5	CCCC(=O)Nc1cc(-c2nn(C)c(=O)c3ccccc23)ccc1N1CCOCC1
95	-7	6	CC(C)=CC(=O)OCC(=O)Nc1ccc(Cl)cn1
96	-9	13	Cc1nn(C(=O)N2CCOCC2)c(C)c1CN1C(=O)c2ccccc2C1=O
97	1	11	CCC(C)c1c(O)nc(SCC(=O)Nc2ccccc2)[nH]c1=O (stereo not given)
98	22	-17	CC(C)CCN1CC(O)=C(c2nc3ccccc3[nH]2)C1=N
99	19	7	COc1ccc(OC)c(-n2c(-c3ccc(C)cc3)n[nH]c2=S)c1
100	22	-19	O=C(CN1C(=O)C2C3C=CC(C3)C2C1=O)Nc1nc(-c2ccccn2)cs1 (stereo not given)
101	5	4	O=C1c2ccccc2C(=O)N1OCc1cccc(Cl)c1
102	6	5	Cc1ccc(Cn2cc(/C=C/C(=O)O)c(-c3ccccc3)n2)cc1
103	-1	1	Cc1ccc(C)n1-c1ccc(C(=O)O)cc1
104	0	4	N#Cc1cc(Oc2cccc3cccnc23)c(-n2nnc3ccccc32)cc1C#N
105	-1	-1	Cc1nc(=O)c(-c2ccccc2)c(C)n1-c1ccc(S(N)(=O)=O)cc1
106	7	6	CCCCNC(=O)CCNC(=O)c1ccc(C(C)(C)C)cc1
107	-7	1	Cc1cc(C(F)(F)F)nn1CC(=O)Nc1ccc(Br)c2cccnc12
108	9	7	Cc1ccc(-n2c(C)nc3c(cnn3-c3ccccc3Cl)c2=O)cc1C
109	17	-12	Nc1nc(SCc2c(Cl)cccc2Cl)n[nH]1
110	-2	7	COCCCNC(=O)C1CCCN(S(=O)(=O)c2ccc(C)cc2)C1 (stereo not given)
111	2	9	Cc1onc(-c2ccccc2)c1C(=O)NCC1CCN(C(=O)c2c(-c3ccccc3)noc2C)CC1
112	4	2	CCCCN(CC)C(=O)Cn1ncc2c1-c1cc(C)ccc1OC2

Next part.
#	FXIa inh	FXIIa inh	SMILES
113	1	5	CCn1c(SCC(=O)N2CCCC2)nnc1-c1ccc(S(=O)(=O)N2CCCCCC2)cc1
114	7	0	Cc1ccc(C(=O)NCCn2cc(SCC(=O)N3CCOCC3)c3ccccc32)cc1
115	2	7	CCOC(=O)c1ccccc1NC(=O)c1cncc(Br)c1
116	-3	1	CCOc1ccccc1OCCOc1ccccc1OC(C)C
117	1	1	CC(=O)Nc1ccc(OCC(O)CN2CCN(c3ccccc3Cl)CC2)cc1 (stereo not given)
118	2	14	Cc1ccc(N=C(NO)c2nonc2N)cc1
119	0	-2	O=C(NCc1ccc2c(c1)OCO2)c1cccc(S(=O)(=O)N2CCCCC2)c1
120	-2	-1	CCCCCOC(=O)C1C(c2ccccc2)C(C(=O)O)C1c1ccccc1 (stereo not given)

Entries of single compounds as entered above. Screens in order: FXIa inh | FXIIa inh
Results for O=C(CCc1ccc(S(=O)(=O)NCCc2ccccc2)cc1)NCc1ccco1 = -1 | 3
Results for Cn1nnc2sc3c(c2c1=O)CCCC3 = 32 | -10

(next part)
#	FXIa inh	FXIIa inh	SMILES
121	-1	7	COc1ccccc1NC(=O)c1cccnc1
122	0	8	O=C(NCCN1CCOCC1)c1cn(-c2ccccc2)nc1-c1cccs1
123	3	9	O=C1Nc2ncccc2OC1CCO (stereo not given)
124	8	6	CCOc1cc(/C=C2/C(=O)ON=C2C)ccc1OCc1ccccc1F

The list is partial; count on the stated rates, not on these rows.
